Screening data (PubChem)
OX1R antag – blocks the human orexin 1 receptor. O43613. CHO/OX1R cells, Fluo-8 calcium fluorescence, orexin A. inhibition, % at 5 µM. 330,000 tested, 0.43% active;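 active = inhibition above its plate's threshold, mean inhibition of all tested compounds on the plate plus 3 SD, cut at about 37% in these data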;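 note: 0% = orexin A challenge wells and 100% = SB-334867-A antagonist wells; not every result past the cut was called active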
Target sequence (O43613 whole entry, looked up): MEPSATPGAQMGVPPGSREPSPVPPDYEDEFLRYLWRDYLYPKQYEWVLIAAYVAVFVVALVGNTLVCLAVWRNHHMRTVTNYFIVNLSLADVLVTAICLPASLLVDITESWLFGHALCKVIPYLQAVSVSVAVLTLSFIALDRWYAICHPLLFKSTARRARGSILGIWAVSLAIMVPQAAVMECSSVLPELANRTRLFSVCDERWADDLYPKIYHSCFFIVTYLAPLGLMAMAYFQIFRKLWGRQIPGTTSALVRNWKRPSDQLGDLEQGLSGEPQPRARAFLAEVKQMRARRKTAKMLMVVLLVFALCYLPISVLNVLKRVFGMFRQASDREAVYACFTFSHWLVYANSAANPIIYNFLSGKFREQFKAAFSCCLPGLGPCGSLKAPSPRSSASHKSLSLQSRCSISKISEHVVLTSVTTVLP
CHT allo act – human CHT allosteric activation; Q9GZV3; CHT-expressing cells, membrane potential dye, choline EC20; active compounds read high; LV-AA mutant CHT in HEK293 cells; B-score at 10 µM; 310,000 tested, 0.49% active; AID 488977;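 active = initial fluorescence not abnormally high and integrated response B-score, plate-corrected, over 3 SD above library mean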
Target sequence (Q9GZV3 whole entry, looked up): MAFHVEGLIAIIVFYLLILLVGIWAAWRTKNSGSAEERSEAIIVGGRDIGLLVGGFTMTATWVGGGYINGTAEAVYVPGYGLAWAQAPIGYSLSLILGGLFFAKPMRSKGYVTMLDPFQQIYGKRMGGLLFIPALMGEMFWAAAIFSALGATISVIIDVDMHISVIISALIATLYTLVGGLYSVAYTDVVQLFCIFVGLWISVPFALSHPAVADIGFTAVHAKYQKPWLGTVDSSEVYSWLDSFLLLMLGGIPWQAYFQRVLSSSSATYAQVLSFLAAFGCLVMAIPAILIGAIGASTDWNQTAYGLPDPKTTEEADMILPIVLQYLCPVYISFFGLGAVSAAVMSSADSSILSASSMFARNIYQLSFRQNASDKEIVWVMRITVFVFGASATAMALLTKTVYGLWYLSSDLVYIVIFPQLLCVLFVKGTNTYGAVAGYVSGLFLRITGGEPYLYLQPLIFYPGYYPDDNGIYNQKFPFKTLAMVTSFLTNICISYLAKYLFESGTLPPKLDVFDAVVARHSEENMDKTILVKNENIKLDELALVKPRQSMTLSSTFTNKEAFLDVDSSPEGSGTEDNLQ
* marks the source's active call; other numbers are inactive results; i = inactive; . = not tested or not shown.

SMILES	OX1R antag	CHT allo act
CC(=O)N1CCOc2ccc(S(=O)(=O)N3C(C)CCCC3C)cc21 (stereo unspecified)	-23.1	i
COc1cc(C2C3=C(CC(C)(C)CC3=O)OC3=C2C(=O)CC(C)(C)C3)cc([N+](=O)[O-])c1O	-24.8	i
Cc1ccc(S(=O)(=O)N2CCOCC2)cc1NC(=O)CSc1nnc(N)s1	-13.1	i
COc1ccc(/C=N/NC(=O)c2cccc(S(=O)(=O)N3CCCC3)c2)cc1O	-11.4	.
C=CC[C@H](CC(=O)N(CCO)Cc1ccccc1)C(=O)N[C@@H](COC(=O)[C@@H](CC=C)Cc1ccc(F)cc1)Cc1ccccc1	24.4	.
Cc1ccc(NC(=O)CCN2C(=O)c3ccccc3C2=O)c(C)c1	-14.3	i
CN(C(=O)c1ccc(Oc2ccc([N+](=O)[O-])cc2)cc1)C1CCCCC1	-10.9	i
CCS(=O)(=O)Nc1ccc(C(=O)CC2(O)C(=O)Nc3ccccc32)cc1 (stereo unspecified)	-7.3	i
N#Cc1ccc(CSc2nnc(-c3cccs3)n2-c2ccccc2)cc1	-36.7	i
Cc1ccc(SC(C)C(=O)Nc2ccccc2C(=O)N2CCOCC2)cc1 (stereo unspecified)	-12.6	i
Nn1cnc2c(c1=O)C1(CCCCC1)Cc1ccccc1-2	-12.8	i
CCOC(=O)c1c(NC(=O)c2ccco2)sc2c1CCCC2	-8.8	i
C=CCn1c(SCC(=O)Nc2cc3oc4ccccc4c3cc2OC)nnc1-c1cnccn1	57.2*	i
CC(C)NC(=O)c1ccccc1NC(=O)C(C)Oc1ccccc1 (stereo unspecified)	-32.0	i
CCn1cc(/C=N/O)c(C)n1	-6.9	i
Cc1cc(C(F)(F)F)nn1CC(=O)Nc1ccc(Br)c2cccnc12	-25.1	i
COc1ccccc1CNC(=O)C(C)Oc1ccccc1 (stereo unspecified)	-17.4	i
CC(C)[C@H](NC(=O)c1ccc(Cl)cc1)C(=O)OCC(=O)N1CCN(c2ccccc2)CC1	-29.0	.
Cc1ccc2oc(=O)cc(CN3CCC(C)CC3)c2c1	-15.6	i
COc1ccc(/C=C/C(=O)c2ccc3c(c2)OCO3)cc1OC	-28.9	.
O=C(O)CCCNS(=O)(=O)/C=C/c1ccccc1	-4.0	i
CCOC(=O)c1c(C)n(C)c2ccc(OCC(N)=O)cc12	-11.6	i
CCCCn1nc(C(=O)N[C@@H](CCSC)c2nc3ccccc3[nH]2)c2ccccc2c1=O	-0.7	i
CC1CCN(S(=O)(=O)c2cnc[nH]2)CC1	-9.0	i
O=C(/C=C/c1ccco1)N1CCN(S(=O)(=O)/C=C/c2ccccc2)CC1	-9.8	i

Single values from above.
Reading for CCOC(=O)c1c(NC(=O)c2ccco2)sc2c1CCCC2 under OX1R antag: -8.8
Reading for CCOC(=O)c1c(C)n(C)c2ccc(OCC(N)=O)cc12 under OX1R antag: -11.6
Reading for Cc1ccc(SC(C)C(=O)Nc2ccccc2C(=O)N2CCOCC2)cc1 (stereo unspecified) under OX1R antag: -12.6
Reading for O=C(/C=C/c1ccco1)N1CCN(S(=O)(=O)/C=C/c2ccccc2)CC1 under OX1R antag: -9.8

Carrying on:
SMILES	OX1R antag	CHT allo act
CCCCCn1c(=NC(=O)c2ccco2)c(C(=O)OCC)cc2c(=O)n3ccccc3nc21	-23.8	i
CC1CN(c2cc(-c3ccccc3)c3ccccc3n2)CC(C)O1 (stereo unspecified)	-47.7	i
CCC(O)(C(=O)Nc1ccccc1C(F)(F)F)c1ccccc1OC (stereo unspecified)	-44.4	.
O=C(CN1C(=O)NC2(CCCc3ccccc32)C1=O)NCC(F)(F)F (stereo unspecified)	-20.3	i
CCCCCCSc1cc(-c2nc3ccc(Cl)cn3c2NC2CCCCC2)ccc1OC	-20.5	i
OCCN(CCO)CC(O)CN(c1ccccc1)c1ccccc1 (stereo unspecified)	-27.4	i
Cc1noc(NS(=O)(=O)c2ccc(NC(=O)c3ccccc3NS(=O)(=O)c3ccc(F)cc3)cc2)c1C	-15.6	.
COc1ccc(N2CCN(CCNC(=O)Nc3ccc(C)c(Cl)c3)CC2)cc1	-18.9	i
O=C(CN1CCN(C2CCCCC2)CC1)c1c[nH]c2ccccc12	-11.0	i
CC(C)CC(=O)Nc1ccc(C(=O)CN2C(=O)NC3(CCOc4ccccc43)C2=O)cc1 (stereo unspecified)	-14.7	i
CCOc1ccc(S(=O)(=O)N2CCCC(C(=O)NCc3cccnc3)C2)cc1Cl (stereo unspecified)	-25.5	i
COc1ccc(S(=O)(=O)Nc2cc3c4c(c2)CCN4C(=O)CC3)cc1OC	-15.3	i
CCCCC(=O)NC1=C(C(=O)OC)SCC1	-19.3	i
C=CCCCCCCCCC(=O)NN	-18.5	i
O=C(CNC(=O)c1nc[nH]c1C(=O)NCc1ccccc1)OCc1ccccc1	-19.0	i
COC(=O)c1noc(C)c1-c1ccnn1C(=O)c1ccc(Cl)cc1	-11.0	i
Cc1ccc(N2CC(C(=O)NC3=NCCS3)CC2=O)cc1 (stereo unspecified)	-4.8	i
COc1ccccc1-c1nc(SCC(=O)N2CCC(C(N)=O)CC2)n[nH]1	6.4	.
O=C1CC(Sc2nnnn2C2CCCCC2)C(=O)N1c1ccccc1 (stereo unspecified)	-12.0	i
O=C(Cn1cnc2c(OCc3ccccc3)ncnc21)NCC1CCCO1 (stereo unspecified)	2.9	.
O=C(CN1C(=O)NC2(CCCC2)C1=O)Oc1ccc2ccc(=O)oc2c1	6.7	.
Cc1ccccc1NC(=O)CN1CCN(C(=O)c2ccco2)CC1	7.8	i
O=c1cc(Nc2ccc3c(c2)OCCO3)[nH]c(=O)n1Cc1ccc(F)cc1	-15.4	i
O=C(Cc1ccc(Cl)cc1)NNc1c(F)c(F)cc(F)c1F	4.0	i
CC(C)(C)C(=O)N1CCN(c2ccc([N+](=O)[O-])cc2Cl)CC1	-9.8	i

5 of the entries above in order of the OX1R antag value, descending.
molecule	OX1R antag
CC(C)CC(=O)Nc1ccc(C(=O)CN2C(=O)NC3(CCOc4ccccc43)C2=O)cc1 (stereo unspecified)	-14.7
COc1ccc(N2CCN(CCNC(=O)Nc3ccc(C)c(Cl)c3)CC2)cc1	-18.9
CCCCC(=O)NC1=C(C(=O)OC)SCC1	-19.3
CCCCCCSc1cc(-c2nc3ccc(Cl)cn3c2NC2CCCCC2)ccc1OC	-20.5
OCCN(CCO)CC(O)CN(c1ccccc1)c1ccccc1 (stereo unspecified)	-27.4

The list continues:
SMILES	OX1R antag	CHT allo act
[2H]C(CCOS(N)(=O)=O)c1ccccc1 (stereo unspecified)	-9.7	i
O=C(CN1CCN(c2ccccc2)CC1)Nc1ccncc1	-6.5	i
Cc1ncc([N+](=O)[O-])n1CCOC(=O)NC(NCc1ccccc1)C(Cl)(Cl)Cl (stereo unspecified)	-17.2	i
O=S(=O)(NCCc1nnc2ccc(SCc3cccnc3)nn12)c1ccccc1	-24.4	i
CC(C)(C)c1ccc(C2=CC(c3ccccc3F)n3ncnc3N2)cc1 (stereo unspecified)	-14.9	i
CC(C)CC(NC(=O)/C(=C/c1ccco1)NC(=O)c1ccc(Br)o1)C(=O)O (stereo unspecified)	-5.2	i
Cc1n[nH]c(=S)n1/N=C/c1ccc(OCc2ccc(Cl)cc2Cl)cc1	-13.7	i
COc1cc(NC(=O)c2cc(-c3cccc(O)c3)on2)cc(OC)c1OC	-13.9	i
Cc1ccc(Cl)c(NC(=O)CSc2cccc[n+]2[O-])c1Cl	-11.3	.
O=C(NC1CC2CCC1C2)C1CCN(S(=O)(=O)c2ccc(-c3nn[nH]n3)cc2)CC1 (stereo unspecified)	-3.9	i
Cc1ccc(S(=O)(=O)NC(C)CCc2ccccc2)cc1 (stereo unspecified)	-23.8	i
CC1(C)CC(=O)C2=C(C1)OC(N)=C([N+](=O)[O-])C2c1ccc(F)cc1 (stereo unspecified)	-8.7	i
Cc1c(C(=O)O)oc2c1C(=O)CC(C)(C)C2	-8.5	i
CSCCC(NC(=O)c1ccccc1Cl)C(=O)N(C)CC(=O)Nc1ccc(N2CCOCC2)cc1 (stereo unspecified)	-23.2	i
COc1ccc(Nc2ncc3c(n2)CC(c2ccc(C)cc2)CC3=O)cc1 (stereo unspecified)	-12.6	i
O=c1[nH]c(=O)n([C@H]2C[C@H](O)[C@@H](CO)O2)cc1C(F)(F)F	-0.4	i
COc1nc2ccc(C)cc2cc1-c1noc(-c2cccnc2)n1	-5.0	i
O=C1CN(C(=O)COC(=O)c2ccco2)c2ccccc2N1	3.1	.
COc1ccc(CCNC(=O)C2CCN(S(=O)(=O)c3ccc(OC)c(OC)c3)CC2)cc1	-19.7	i
Cc1ccc(S(=O)(=O)N/N=C/c2cccn2-c2ccc(Cl)cc2)cc1	-10.3	i
CNC(=O)CSc1nnc(-c2ccccn2)n1Cc1ccco1	1.1	i
Cc1nc2ccccc2nc1SCC(=O)N1CCC(C)CC1	-23.0	i
CN1CCc2c(sc(NC(=O)c3ccc(C(=O)c4ccccc4)cc3)c2C(N)=O)C1	-18.5	i
CCOC(=O)c1sc(=NC(=O)c2ccc(S(=O)(=O)N3CC(C)OC(C)C3)cc2)n(C)c1C (stereo unspecified)	-6.8	i
COc1ccc(CCNC(=O)CSc2nnnn2C)cc1OC	0.3	i

OX1R antag: hit marks shown above.
SMILES | OX1R antag
C=CCn1c(SCC(=O)Nc2cc3oc4ccccc4c3cc2OC)nnc1-c1cnccn1 | 57.2*

(next part)
SMILES	OX1R antag	CHT allo act
N#Cc1c(N)[nH]c(=S)c(C#N)c1-c1ccccc1	-17.3	i
CC(Oc1ccc(Cl)cc1Cl)C(=O)NC(=S)N1CCc2ccccc21 (stereo unspecified)	-8.9	i
O=C(Nc1cc(S(=O)(=O)N2CCOCC2)ccc1N1CCOCC1)c1ccc([N+](=O)[O-])s1	-11.9	.
CC(=O)OC(C(=O)NC1CCCCC1)c1ccc(Cl)cc1 (stereo unspecified)	-38.4	i
CC(=O)N1CCc2cc(S(=O)(=O)NC(Cc3ccccc3)C(=O)NC3CCCCCC3)ccc21 (stereo unspecified)	-24.5	i
N#CCN1C(=S)N=C(Nc2cccc(Cl)c2)C12CCCCC2	-10.7	i
C=CCOc1c(Cl)cc(C(=S)N2CCCC2)cc1OCC	-34.0	i
COC(=O)c1cc(C(=O)Nc2cc(C)on2)cc([N+](=O)[O-])c1	-11.8	i
Cn1cc(-c2nnc(-c3ccccc3)o2)c2ccccc21	-28.4	i
CN(Cc1ccn[nH]1)C(=O)C1CCC(=O)N(Cc2cccc(C(F)(F)F)c2)C1 (stereo unspecified)	-13.2	i
COc1ccc(CNC(=O)c2nn(-c3ccccc3)cc2OC)cc1	-18.8	i
Cc1sc2nc(SCC(=O)NCc3ccco3)n(Cc3ccccc3)c(=O)c2c1C	13.1	i
c1ccc(-c2nn3cnnc3c3ccccc23)cc1	-14.8	i
CN1C(CC(=O)Nc2ccc(Cl)cc2Cl)c2ccccc2CC1(C)C (stereo unspecified)	-39.2	i
C=CCNC(=O)/C(C#N)=C/c1c(N2CCN(c3cccc(Cl)c3)CC2)nc2c(C)cccn2c1=O	-14.6	i
COc1ccc(NC(=O)CC(c2ccc(F)cc2)c2ccc(OC)cc2)cc1 (stereo unspecified)	-5.3	i
COc1ccc(CCNC(=O)Cn2c(=O)c3cccn3c3cccnc32)c(OC)c1OC	-11.2	i
O=C(Nc1ccc(F)c(F)c1)C1=COCCO1	-3.3	i
CC(=O)C[C@@H](O)CC(=O)[C@H]1OC(=O)CCCCCc2ccccc21	-12.0	.
Cc1ccnn2cc3c(=O)n(C)c(=O)n(C)c3c12	-9.2	i
COc1ccc(C(=O)NC(C)c2nnc(SCC(=O)NC3=NCCS3)n2C)cc1 (stereo unspecified)	-9.4	i
COc1cc(C2c3sc(=O)[nH]c3SC3C(=O)N(c4ccc(Br)cc4)C(=O)C32)ccc1O (stereo unspecified)	-5.1	i
CCn1c(=O)c(C(=O)NCc2ccc3c(c2)OCO3)c(O)c2ccccc21	-18.6	i
COc1ccc(NC(=O)C(C)N2CCN(C)CC2)cc1 (stereo unspecified)	-0.9	i
Cc1ccc(C)c(N(C(=O)Cn2nnc(-c3cccs3)n2)C(C(=O)NC2CCCC2)c2ccncc2)c1 (stereo unspecified)	-24.1	i

A second format for part of the listing above:
Results follow in this order: OX1R antag	CHT allo act
Cc1sc2nc(SCC(=O)NCc3ccco3)n(Cc3ccccc3)c(=O)c2c1C
  13.1	i
c1ccc(-c2nn3cnnc3c3ccccc23)cc1
  -14.8	i

(further entries)
SMILES	OX1R antag	CHT allo act
CCOC(=O)C(O)(CC(=O)Nc1cc(F)ccc1C)C(F)(F)F (stereo unspecified)	6.1	i
NC(=O)C1CCCN(S(=O)(=O)c2ccccc2)C1 (stereo unspecified)	-2.1	i
CCCCOCCCNC(=O)c1ccc(OCC)cc1	-9.3	i
COc1ccc(COC(=O)c2ccc(S(=O)(=O)N3CCCCC3)cc2)cc1OC	-36.8	.
CC(C)C[C@H](NC(=O)c1nc[nH]c1C(=O)N1CCN(c2ccccc2)CC1)C(=O)OCc1ccccc1	-5.6	i
CC1(C(=O)NC2CCCCC2)CCC(=O)N1Cc1ccc2c(c1)OCO2 (stereo unspecified)	-3.8	i
CCONC(=O)Nc1ccccc1[N+](=O)[O-]	-1.0	i
CC(NCC(=O)NCCc1ccc(S(N)(=O)=O)cc1)c1ccc(F)cc1 (stereo unspecified)	-12.3	i
O=C(c1cccs1)N1CCN(Cc2ccccc2[N+](=O)[O-])CC1	-20.1	i
O=c1[nH]c(CSc2ccccn2)nc2c1oc1ccccc12	-16.9	i
CCOc1ccccc1C(=O)OC(C)C(=O)Nc1ccc(S(=O)(=O)N2CCCC2)cc1 (stereo unspecified)	-13.5	.
COCCNC(=S)NNc1cccc(C(=O)O)c1	-2.6	i
O=C(NC1CC(=O)N(c2ccc(Cl)cc2)C1)C1CC1 (stereo unspecified)	-19.8	i
CCCn1c(CCc2ccccc2)n[nH]c1=S	-0.1	i
CCC(C)NC(=O)N[C@@H](CCSC)C(=O)O (stereo partly specified)	-3.6	i
O=C(O)c1ccc2c(c1)-c1nc3ccccc3n1C2=O	-19.1	i
Cc1ccc(NC(=O)c2cc(S(=O)(=O)N3CCc4ccccc43)cn2C)cc1C	-25.4	i
